Bioassay records: PubChem, Sanford-Burnham Center for Chemical Genomics
CXCR6 inh: blocks human CXCR6 beta-arrestin recruitment. O00574. CHO-K1 PathHunter CXCR6 beta-arrestin, luminescence. inhibition, % at 20 µM. actives 0.36% (n = 360,000). AID 602244; in the data active = inhibition above about 34%, passing the limit was not always enough;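 note: antagonist mode with CXCL16 agonist at 10 nM final; 0% = 10 nM CXCL16 with DMSO and 100% = unstimulated wells without agonist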
CCR6 antag: CCR6 (human) receptor antagonism; AID 493098; inhibition, % at 20 µM; actives 0.49% (n = 340,000); P51684; CHO-K1 CCR6 PathHunter beta-arrestin, luminescence, CCL20-stimulated;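 active = compounds whose inhibition of the agonist-driven luminescence signal at 20 µM reaches about 50%, limit read from the data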;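 note: cells stimulated with CCL20 at 14 nM final; plate controls were DMSO with CCL20 for no effect and DMSO without agonist for full effect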
UPR CHOP act: activators of apoptotic arm of unfolded protein response (CHOP); actives 0.34% (n = 330,000); CHO-CHOP luciferase reporter, UPR activation, luminescence; percent of tunicamycin response over DMSO baseline; activation, % at 10 µM; AID 449763;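 active = at 10 µM dose, activation of 40% or more, normalized to positive control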;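 note: 100% = tunicamycin at 10 µg/mL and 0% = DMSO alone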
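Dosing – one dose, 10 µM in 0.5% DMSO · System – CHO-CHOP cells, stable luciferase reporter of PERK-eIF2a-CHOP signalling · Input – 500 cells/well · Control set – tunicamycin 10 µg/mL final as positive, DMSO-only wells as negative · Timing – 6 h compound treatment, 37 °C · Measure – % activation vs tunicamycin · Technique – luminescence read with Steady-Glo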
EBI2 block: antagonists of human EBI2 receptor; P32249; EBI2 beta-arrestin recruitment, luminescence, 7a,25-OHC stimulated; inhibition, % at 5 µM; actives 0.81% (n = 360,000); AID 651636; in the data active = inhibition above about 38%;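 note: enzyme fragment complementation signal reports receptor beta-arrestin coupling in cells; 0% = agonist plus DMSO wells and 100% = wells without agonist; some results beyond the cut were filed as inactive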
APJ agonist: agonists of human APJ apelin receptor; P35414; CHO-K1 APJ PathHunter beta-arrestin, luminescence; 0% DMSO wells, 100% apelin; activation, % at 20 µM; actives 0.11% (n = 330,000); AID 2520;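 active = activation more than six SD over the plate average, tested at 20 µM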;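 note: 0% = DMSO alone and 100% = apelin-13 at 10 nM; some results filed as inactive read as strong as hits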
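Test system – PathHunter CHO-K1 APJ (AGTRL-1) beta-arrestin reporter cells · Input – 1000 cells/well · Compound – single test compound dose, 20 µM final, 1% DMSO · Times – compound stimulation 90 min at 25 °C, detection 60 min · Technique – beta-gal luminescence · Read-out basis – APJ–arrestin association signal · Control set – negative DMSO alone, positive Apelin-13 at 10 nM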
Mdm2 MdmX PPI: inhibitors of human Mdm2/MdmX interaction. O15151+Q00987. SaOS-2 split-luciferase Mdm2/MdmX complementation, luminescence. inhibition, % at 8 µM. actives 3% (n = 330,000);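 active = inhibition of at least 50% at 8 µM in the primary screen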
Target sequence (O15151 whole entry, looked up): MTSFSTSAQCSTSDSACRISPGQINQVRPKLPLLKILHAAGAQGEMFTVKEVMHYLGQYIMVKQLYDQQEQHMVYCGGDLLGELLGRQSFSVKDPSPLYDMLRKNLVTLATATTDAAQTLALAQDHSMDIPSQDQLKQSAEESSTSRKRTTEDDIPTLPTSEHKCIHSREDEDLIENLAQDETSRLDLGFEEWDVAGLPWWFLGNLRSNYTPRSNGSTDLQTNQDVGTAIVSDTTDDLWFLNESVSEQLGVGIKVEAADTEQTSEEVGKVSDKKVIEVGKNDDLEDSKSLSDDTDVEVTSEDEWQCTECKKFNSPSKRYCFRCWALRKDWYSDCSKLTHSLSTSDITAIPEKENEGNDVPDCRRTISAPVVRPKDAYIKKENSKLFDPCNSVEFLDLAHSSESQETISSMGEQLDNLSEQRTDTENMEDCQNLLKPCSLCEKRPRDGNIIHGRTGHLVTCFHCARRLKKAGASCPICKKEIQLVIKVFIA
Target sequence (Q00987 whole entry, looked up): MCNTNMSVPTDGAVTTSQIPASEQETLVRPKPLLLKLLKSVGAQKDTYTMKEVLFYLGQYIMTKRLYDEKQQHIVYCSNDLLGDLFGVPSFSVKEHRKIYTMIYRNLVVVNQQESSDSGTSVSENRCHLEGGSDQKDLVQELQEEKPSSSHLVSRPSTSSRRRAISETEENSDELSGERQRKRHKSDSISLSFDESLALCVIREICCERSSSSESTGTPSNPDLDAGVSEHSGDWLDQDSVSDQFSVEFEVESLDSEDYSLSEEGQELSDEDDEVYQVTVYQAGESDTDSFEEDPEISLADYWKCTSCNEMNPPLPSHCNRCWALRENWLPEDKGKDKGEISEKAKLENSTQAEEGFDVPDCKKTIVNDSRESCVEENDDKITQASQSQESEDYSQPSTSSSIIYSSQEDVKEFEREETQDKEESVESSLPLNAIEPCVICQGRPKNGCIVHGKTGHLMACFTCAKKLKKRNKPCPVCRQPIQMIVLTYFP
tim23-1 inh: inhibits growth of tim23-1 mutant yeast; S. cerevisiae tim23-1 growth, BacTiter-Glo luminescence, 24 h; inhibition, % at 20 µM; actives 1.3% (n = 330,000); AID 463212;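 active = growth inhibition of the mutant yeast at or above 50%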;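 note: temperature-sensitive mutant grown at 25 °C; plate controls were DMSO-treated mutant yeast for no effect and medium wells lacking yeast for full effect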
APJ antag: APJ receptor antagonism; P35414; CHO-K1 APJ beta-arrestin complementation, luminescence; inhibition, % at 20 µM; actives 0.32% (n = 330,000); AID 2521;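 active = inhibition above about 40% at 20 µM, limit read from the data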;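 note: cells challenged with 10 nM apelin-13 agonist together with compound; plate controls were apelin-13 plus DMSO wells for no effect and DMSO wells lacking apelin-13 for full effect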
UPR XBP1 act: adaptive UPR (XBP1) activation | CHO-XBP1 luciferase reporter, IRE1-XBP1 UPR activation, luminescence; percent of tunicamycin response, DMSO as zero | activation, % at 20 µM | actives 0.33% (n = 330,000) | AID 463104;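 active = versus positive control, 20 µM dose yields 30% or more activation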;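 note: 100% = tunicamycin at 10 µg/mL and 0% = DMSO only wells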
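Material: CHO-XBP1 cells stably carrying IRE1-XBP1-driven luciferase reporter / Amount: 1000 cells per well / Compound: 20 µM, 1% DMSO / Times: 6 h treatment, 37 °C / Detection: luciferase luminescence / Measure: % activation of reporter signal versus tunicamycin and DMSO controls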
Active calls of the source: *; / = no result given.

The first 11 compounds as a preview:
SMILES	CXCR6 inh	CCR6 antag	UPR CHOP act	EBI2 block	APJ agonist	Mdm2 MdmX PPI	tim23-1 inh	APJ antag	UPR XBP1 act
COc1ccc(S(=O)(=O)NC2CCCC2)c(OC)c1	1	8	-1.6	-17	-4	6	1	12	-1
COc1cccc(OC)c1C(=O)N1CCN(Cc2ccccc2C)CC1	10	7	0.0	4	-2	7	-3	-10	-3
O=C(c1ccc(S(=O)(=O)Cc2cc(F)ccc2F)c([N+](=O)[O-])c1)N1CCCCC1	-11	-5	2.8	-22	4	32	44	-9	-2
CN(CCNC(=O)C1CC(=O)N(c2ccc(F)c(Cl)c2)C1)Cc1ccccc1 (configuration not stated)	-2	-6	-0.4	5	-1	10	20	17	-1
COc1ccc(OC)c(-c2csc3nnc(SCC(=O)Nc4ccc(NC(C)=O)cc4)n23)c1	-1	-4	1.2	1	-3	19	17	5	-1
CCOC(=O)C1CCN(C(=O)Nc2ccc(NC(=O)C3CCN(C(=O)OCC)CC3)cc2)CC1	-3	4	0.7	-10	-3	-1	-7	-16	-4
COC(=O)c1ccc2c(=O)[nH]c(CSc3nc(C)cs3)nc2c1	2	1	3.9	2	-4	-18	0	-20	3
Cn1c(=O)c(Oc2cc(Cl)cc(Cl)c2)nc2ccccc21	-5	-10	3.8	7	-4	33	9	-13	5
Cc1cc(-c2nc(C)c(C(=O)NNS(=O)(=O)c3cccc(C(F)(F)F)c3)s2)no1	-1	7	-0.7	-10	0	5	0	-9	1
N#Cc1ccccc1OCC(=O)NNC(=O)CCNC(=O)c1ccccc1	7	3	-1.8	5	-4	0	-4	3	-1
COc1ccc(O[C@H]2C=C[C@@H](c3ccccc3)O[C@@H]2COC(=O)CC/C(C)=N/O[C@@H](C)c2cc(-c3c(C)cc(C)cc3C)no2)cc1	/	/	-1.1	/	-5	0	-8	-47	0

The whole of this part (from the top)
SMILES	CXCR6 inh	CCR6 antag	UPR CHOP act	EBI2 block	APJ agonist	Mdm2 MdmX PPI	tim23-1 inh	APJ antag	UPR XBP1 act
COc1ccc(S(=O)(=O)NC2CCCC2)c(OC)c1	1	8	-1.6	-17	-4	6	1	12	-1
COc1cccc(OC)c1C(=O)N1CCN(Cc2ccccc2C)CC1	10	7	0.0	4	-2	7	-3	-10	-3
O=C(c1ccc(S(=O)(=O)Cc2cc(F)ccc2F)c([N+](=O)[O-])c1)N1CCCCC1	-11	-5	2.8	-22	4	32	44	-9	-2
CN(CCNC(=O)C1CC(=O)N(c2ccc(F)c(Cl)c2)C1)Cc1ccccc1 (configuration not stated)	-2	-6	-0.4	5	-1	10	20	17	-1
COc1ccc(OC)c(-c2csc3nnc(SCC(=O)Nc4ccc(NC(C)=O)cc4)n23)c1	-1	-4	1.2	1	-3	19	17	5	-1
CCOC(=O)C1CCN(C(=O)Nc2ccc(NC(=O)C3CCN(C(=O)OCC)CC3)cc2)CC1	-3	4	0.7	-10	-3	-1	-7	-16	-4
COC(=O)c1ccc2c(=O)[nH]c(CSc3nc(C)cs3)nc2c1	2	1	3.9	2	-4	-18	0	-20	3
Cn1c(=O)c(Oc2cc(Cl)cc(Cl)c2)nc2ccccc21	-5	-10	3.8	7	-4	33	9	-13	5
Cc1cc(-c2nc(C)c(C(=O)NNS(=O)(=O)c3cccc(C(F)(F)F)c3)s2)no1	-1	7	-0.7	-10	0	5	0	-9	1
N#Cc1ccccc1OCC(=O)NNC(=O)CCNC(=O)c1ccccc1	7	3	-1.8	5	-4	0	-4	3	-1
COc1ccc(O[C@H]2C=C[C@@H](c3ccccc3)O[C@@H]2COC(=O)CC/C(C)=N/O[C@@H](C)c2cc(-c3c(C)cc(C)cc3C)no2)cc1	/	/	-1.1	/	-5	0	-8	-47	0
COc1ccc(Cc2nc3ccc(C(=O)NCCn4cccn4)cc3o2)cc1	7	10	-0.6	1	2	21	17	-13	-1
COc1ccc(NC(=O)Nc2nnc(Cc3ccc(F)cc3)s2)cc1	12	-8	-0.2	1	-1	35	17	-2	0
COc1ccccc1C(=O)Nc1nc(-c2cccs2)c(NC(C)=O)s1	-9	0	2.2	2	9	-7	-12	-10	3
O=C(NN1C(=O)C2C3C=CC(C4CC34)C2C1=O)c1ccccc1Cl (configuration not stated)	3	0	-1.7	9	-3	-23	18	8	12
Cc1ccc(-c2cc(C(F)(F)F)c(C#N)c(=O)[nH]2)cc1	-13	-10	-0.9	-7	-2	20	18	-37	-5
COc1cc(C(=O)NCC(C)(C)CNC(=O)c2cc(OC)c(OC)c(OC)c2)cc(OC)c1OC	-2	-1	1.8	-7	-3	15	9	16	0
Cc1cccc(NC(=O)CCCN2C(=O)C(c3ccccc3)Oc3cccnc32)c1C (configuration not stated)	3	18	2.0	13	1	-16	5	20	-6
CCC(C)(C(=O)NC1CCCC1)N(C(=O)Cc1cccs1)c1c(C)n(C)n(-c2ccccc2)c1=O (configuration not stated)	6	-6	2.0	0	-6	15	-10	13	-1
CC(=O)NC(c1cc(Cl)c2cccnc2c1O)C1CC1 (configuration not stated)	21	15	5.9	-8	-4	53*	40	9	9
COc1ccc(S(=O)(=O)N2CCCC(C(=O)O)C2)cc1 (configuration not stated)	-5	-12	0.3	-2	-3	9	-11	20	-4
CCOC(=O)Cn1c2c(c(=N)c3c1CCC3)CCC2	-3	10	0.9	-6	-1	2	4	-2	2
Cc1ccc(/C=N\NC(=O)c2ccc3c(c2)OCO3)o1	-3	4	5.9	2	-2	1	39	-39	0
Cc1cccc(-n2c(SCC(=O)N3CCCC3)nnc2-c2ccccn2)c1C	7	-12	2.6	0	0	-5	7	13	0
CCCNC(=O)c1ccc(N2CCC3(CC2)CC(c2ccccc2)=NO3)c(NC(=O)Cc2ccc(F)cc2)c1	0	1	-0.2	16	-2	-19	22	3	-2
O=C(NNC(=O)c1cc(-c2ccccc2)n(-c2ccccc2)n1)c1cccc([N+](=O)[O-])c1	9	17	-0.2	-3	-3	-20	15	8	-1
Cc1ccc2[nH]c(=O)c(CN(CCc3ccccc3)Cc3nnnn3CC3CCCO3)cc2c1 (configuration not stated)	4	-4	-0.3	-3	1	18	10	13	0
CC(C)CNC(=O)NC(=O)COC(=O)c1ccccc1Sc1ccc(C(F)(F)F)cc1[N+](=O)[O-]	3	13	-0.4	7	1	14	-11	8	7
CCOC(=O)c1sc(NC(=O)c2cccc(S(=O)(=O)N3c4ccccc4CC3C)c2)cc1C (configuration not stated)	-5	1	12	8	-2	19	1	-1	7
CCOC(=O)C1CCN(C(=O)C2CCN(c3nnc(-n4cccc4)s3)CC2)CC1	1	-4	3.2	-1	1	21	12	13	-3
COc1cccc(-c2[nH]nc3c2C(c2ccsc2)C(C#N)=C(N)O3)c1 (configuration not stated)	-9	13	-2.1	12	-2	19	29	2	0
CCCC(=O)NC(=S)N1CCN(c2ccc([N+](=O)[O-])cc2)CC1	8	19	-0.7	-3	-3	-1	9	-4	-1
CN1CCc2c(sc(NC(=O)C3CCCCC3)c2C(N)=O)C1	2	10	-2.0	-7	-4	1	-12	2	-1
Cc1cc(C)n2nc(SCCOc3ccccc3F)nc2n1	-3	11	1.0	8	-6	-11	-11	14	1
O=C(NCc1ccco1)c1nn2c(C(F)(F)F)cc(-c3cccs3)nc2c1Cl	-1	1	-2.1	0	-5	16	-1	-17	4
CC1CCCCC12NC(=O)N(CC(=O)OCc1ccc(Br)cc1)C2=O (configuration not stated)	-4	15	-0.9	12	0	-20	27	-7	-3
Clc1ccc2c(c1)Nc1ccccc1CC2	-37	3	2.8	-7	3	-4	25	-9	7
Cc1cccc(C)c1NC(=O)CNC(=O)c1c(C)nn(-c2ccccc2)c1C	-17	-5	12	1	2	21	-2	-37	0
COC(=O)c1ccc(N2CCN(CC(=O)c3ccc(C)cc3)CC2)c([N+](=O)[O-])c1	4	19	0.4	4	-5	-17	5	-2	0
COc1ccccc1NC(=O)c1cc(S(=O)(=O)N2CCC3(CC2)OCCO3)ccc1F	-5	-2	-1.5	11	-3	15	29	1	-2
COc1ccc(-n2c(C)c(C(=O)O)c3cc(OC)c4ccccc4c32)cc1	0	-8	0.7	-7	-3	13	15	-1	1
CCOC(=O)C1CCN(S(=O)(=O)NC[C@H]2O[C@@H](n3cnc4c(N)ncnc43)[C@H](O)[C@@H]2O)C1 (some centres not stated)	1	23	1.2	-4	/	-9	18	/	0
O=C(COC(=O)CCCC1=NS(=O)(=O)c2ccccc2N1)Nc1ccc(Br)cc1	-5	13	3.0	2	-5	-8	-5	5	-5
CN1/C(=c2/s/c(=C3/C(=O)N(c4ccccc4)NC3=Nc3ccccc3)n(C)c2=O)C(C)(C)c2ccccc21	22	34	-3.9	27	-7	25	19	41*	-6
CN(CC(=O)N1CCN(c2ccccn2)CC1)S(=O)(=O)c1ccc(Cl)cc1	-3	-7	0.3	-8	-3	-5	19	-2	2
Cc1cccc(-n2ncc3c(NCc4ccco4)ncnc32)c1	-8	-3	2.5	15	1	9	27	-9	6
O=C1OCCN1C(=O)[C@H]1[C@H](c2ccccc2)C(c2ccc(F)cc2)=NN1c1ccccc1	5	15	0.4	4	/	21	49	/	1
COC(=O)c1ccc(C)c(NC(=O)c2nn(C)c(=O)c3ccccc23)c1	-2	1	-1.7	0	-3	10	1	-4	-2
C/C(=N\NC(=O)c1c(Cl)c(C)nn1C)c1ccc(NC(=O)C2CCC2)cc1	-4	1	0.0	-4	-5	56*	15	9	-9
O=C(COC(=O)Cc1c(F)cccc1Cl)NC1CCS(=O)(=O)C1 (configuration not stated)	5	5	-1.4	2	-6	9	-11	8	-2
CCOc1ccc(-c2c(C(=O)N/N=C/c3ccccc3)nnn2-c2nonc2N)cc1	-4	-8	-1.2	2	-2	-3	-7	-10	-3
C=CCN(C(=O)CCC(=O)Nc1cc(C)on1)C(C(=O)NC1CCCC1)c1ccc(OC)c(OC)c1 (configuration not stated)	4	-1	0.7	-9	-2	8	21	12	2

Not all compounds are listed (hit frequency here may not be typical).
